KCNQ1 block – inhibitors of human KCNQ1 channel, primary screen, cell-based, thallium flux, high-throughput; CHO-K1 KCNQ1, FluxOR thallium flux fluorescence; active compounds read high; AID 2642, 2010; B-score at 10 µM; Potassium voltage-gated channel subfamily KQT member 1 (Homo sapiens), P51787; 310,000 tested, 1.3% active;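 active = compounds whose thallium flux B-score, printed positive for inhibition, exceeds three library SD while starting fluorescence stays within three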;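 note: channel opened by potassium depolarization with thallium stimulus after 20 min compound exposure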
KCNQ1 pot – potentiators or activators of KCNQ1 channel, primary screen, cell-based, thallium flux, high-throughput | Potassium voltage-gated channel subfamily KQT member 1 (Homo sapiens), P51787 | CHO-K1 KCNQ1, thallium flux FluxOR fluorescence; active compounds read high | B-score at 10 µM | 310,000 tested, 0.35% active | AID 2648, 2010;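 active = fluorescence ratio B-score, a plate-corrected score, at least three library SD, with initial intensity B-score within 5 SD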
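Doses: Single concentration per compound, DMSO matched to controls | Test system: KCNQ1-transfected CHO-K1 cells | Timing: 90 min dye loading and 20 min compound exposure, both at room temperature | Measured by: Kinetic FluxOR thallium fluorescence, 10-s 1-Hz baseline, 110-s post-stimulus read | Medium: Assay buffer with matched DMSO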
GSK3A inh – blockers of GSK3A enzyme activity – biochemical, luminescence, cell-free homogeneous, HTS, primary screen | GSK-3 alpha kinase, ADP-Glo luminescence, 60 min | inhibition, % at 10 µM | 320,000 tested, 0.1% active;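 in the data active = inhibition above about 50%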;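 note: GST-tagged GSK-3 alpha with peptide substrate and 25 µM ATP; 0% = DMSO neutral wells and 100% = GW8510 positive control wells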
Target sequence (P49840 whole entry, looked up): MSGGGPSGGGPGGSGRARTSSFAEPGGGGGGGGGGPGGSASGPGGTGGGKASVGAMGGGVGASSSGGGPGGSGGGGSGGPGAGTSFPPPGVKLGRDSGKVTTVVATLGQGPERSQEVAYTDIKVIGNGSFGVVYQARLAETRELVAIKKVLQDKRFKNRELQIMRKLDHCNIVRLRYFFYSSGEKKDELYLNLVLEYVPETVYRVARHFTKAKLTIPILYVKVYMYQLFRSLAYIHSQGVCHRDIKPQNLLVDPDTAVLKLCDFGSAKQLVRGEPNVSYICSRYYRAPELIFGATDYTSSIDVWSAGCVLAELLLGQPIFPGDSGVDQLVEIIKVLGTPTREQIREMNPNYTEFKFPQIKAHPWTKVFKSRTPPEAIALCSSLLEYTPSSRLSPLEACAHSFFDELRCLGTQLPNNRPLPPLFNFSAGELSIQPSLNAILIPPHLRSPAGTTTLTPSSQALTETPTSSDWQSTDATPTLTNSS
GSK3B inh – human GSK3beta kinase inhibitors, primary screen, biochemical, cell-free homogeneous, HTS. Glycogen synthase kinase-3 beta (Homo sapiens), P49841. activity score (negative = inhibition), % at 10 µM. AID 2097, 2009. 300,000 tested, 0.038% active. GST-GSK3beta kinase, ADP-Glo luminescence, 60 min; active compounds read low;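 active = more than half of replicate wells score below -50%, meaning over 50% inhibition versus plate controls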;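 note: 0% = median DMSO wells and -100% = median GW8510 positive control wells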
Target sequence (P49841 whole entry, looked up): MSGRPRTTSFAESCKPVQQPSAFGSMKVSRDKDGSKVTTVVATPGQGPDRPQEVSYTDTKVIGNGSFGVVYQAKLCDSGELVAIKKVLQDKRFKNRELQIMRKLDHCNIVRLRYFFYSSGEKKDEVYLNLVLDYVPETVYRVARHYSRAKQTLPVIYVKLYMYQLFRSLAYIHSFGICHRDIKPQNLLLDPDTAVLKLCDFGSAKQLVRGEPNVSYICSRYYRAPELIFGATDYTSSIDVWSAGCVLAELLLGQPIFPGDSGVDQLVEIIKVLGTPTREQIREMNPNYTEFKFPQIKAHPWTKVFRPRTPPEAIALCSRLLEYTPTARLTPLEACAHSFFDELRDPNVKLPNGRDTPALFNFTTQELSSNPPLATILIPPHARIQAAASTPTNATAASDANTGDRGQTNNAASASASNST
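Assay system: GST-fused GSK3beta enzyme, cell-free / Medium: Tris pH 7.5 buffer with MgCl2, DTT, BSA, heparin / Also added: peptide substrate plus 25 µM ATP (final) / Compound: 10 µM single point / Timing: kinase reaction with compound 60 min at room temperature / Detection: ADP-Glo luminescence / Benchmarks: DMSO neutral wells and GW8510 at 20 µM as positive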
DYRK1A inh – rat Dyrk1A kinase inhibitors, primary screen, biochemical, single point, plate reader; Dual specificity tyrosine-phosphorylation-regulated kinase 1A (Rattus norvegicus), Q63470; ADP-Glo luminescence, NFATc1 peptide; inhibition, % at 12.5 µM; 310,000 tested, 0.43% active; AID 504441, 2011; in the data active = inhibition above about 50%;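 note: plate controls were vehicle with enzyme for no effect and no enzyme for full effect; many of its hits are not listed in these tables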
PolyA inhibitor – polyadenylation inhibitors in yeast reporter cells, primary screen, luminescence, S. cerevisiae | 300,000 tested, 0.02% active | calls only at 12 µM | S. cerevisiae SKY197-pL101 polyadenylation reporter, beta-gal luminescence; efflux-impaired pdr1/pdr3 knockout yeast; score 100 = 6 SD above DMSO;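 active = lowest replicate activity score at least 50, where 100 means six control SD above control mean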;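 note: yeast exposed to compound for 9 h at 30 °C; higher score means more reporter readthrough which indicates perturbed polyadenylation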
RGS4 act – RGS4 potentiators or activators, primary screen, cell-based, HEK293 M3R inducible RGS4, calcium flux; carbachol calcium flux Fluo4; active compounds read low; B-score at 10 µM; 310,000 tested, 0.92% active; AID 463111, 2010;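 active = B-score of the integrated calcium signal more than 4 SD below the library mean, with starting fluorescence not abnormally high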;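 note: negative B-score means reduced calcium response which marks RGS4 activation or potentiation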
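Reagent: ECmax carbachol challenge; Test system: M3R-expressing HEK293 line, RGS4 induced by doxycycline; Schedule: overnight RGS4 induction, 30 min dye load 37 °C, 20 min compound RT; Detection: calcium dye Fluo4 fluorescence; Read-out: Agonist-evoked peak-minus-minimum fluorescence over baseline, integrated ratio, B score.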
RGS4 block – RGS4 inhibitors, primary screen, cell-based, HEK293 M3R inducible RGS4, calcium flux; Fluo-4 calcium flux; active compounds read high; triggered by carbachol at its EC20; B-score at 10 µM; 310,000 tested, 0.45% active;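 active = B-score, a plate-corrected calcium signal, over three deviations above library mean, with baseline fluorescence within five deviations of library mean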;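 note: RGS4 expression induced by doxycycline in cells with stable M3 receptor; B-score is computed from the integrated fluorescence ratio over baseline after carbachol; higher B-score means a larger calcium signal and so more RGS4 inhibition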
Target sequence (P49798 whole entry, looked up): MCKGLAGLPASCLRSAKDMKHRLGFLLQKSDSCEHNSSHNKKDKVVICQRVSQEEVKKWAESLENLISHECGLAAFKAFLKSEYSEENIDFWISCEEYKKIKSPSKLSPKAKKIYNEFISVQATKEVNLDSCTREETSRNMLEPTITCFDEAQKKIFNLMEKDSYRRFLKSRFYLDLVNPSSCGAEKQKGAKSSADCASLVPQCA
KCNK3 inh – human KCNK3 channel inhibitors, primary screen, CHO cells, FluxOR thallium flux, B-score; Potassium channel subfamily K member 3 (Homo sapiens), O14649; FluxOR fluorescence; active compounds read low; B-score at 10 µM; 340,000 tested, 0.84% active; AID 602410, 2012;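 active = B-score under library mean minus 4 SD, starting fluorescence ratio at most library mean plus 5 SD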;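 note: more negative B-score means stronger inhibition of thallium flux through KCNK3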
hERG rescue – hERG rescue from dofetilide block, primary screen, cell-based, CHO-hERG, FluxOR thallium flux, dofetilide IC70; Voltage-gated inwardly rectifying potassium channel KCNH2 (Homo sapiens), Q12809; dofetilide IC70 present; activation (rescue from dofetilide block), less the hit threshold, % at 10 µM; 310,000 tested, 0.51% active;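 active = activation above the mean of controls blocked by dofetilide plus 5 SD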;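 note: thallium influx through hERG after potassium depolarization seen as dye fluorescence rise; in these data hits start at about 4.7%; inactives centre near -7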
KCNK9 block – KCNK9 potassium channel inhibitors, primary screen, HEK293 cells, thallium flux | FluxOR thallium flux fluorescence; active compounds read low | 310,000 tested, 1.2% active | Potassium channel subfamily K member 9 (Homo sapiens), Q9NPC2 | B-score at 10 µM | AID 488922, 2010;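 active = ratio B-score over 3 SD below the library mean, with starting fluorescence within 5 SD of its mean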;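 note: negative B-score means less thallium flux so channel inhibition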
Starred values were filed as active, the others as inactive; i = inactive; . = no result given. A portion of the library; count on the stated rates, not on these rows.

SMILES | KCNQ1 block | KCNQ1 pot | GSK3A inh | GSK3B inh | DYRK1A inh | PolyA inhibitor | RGS4 act | RGS4 block | KCNK3 inh | hERG rescue | KCNK9 block
COc1cc(C2=NOC(C(=O)NCc3ccc(F)cc3)C2)cc(OC)c1OC (stereo not given) | i | i | 0 | 1 | 3 | i | i | i | i | -6 | i
Cc1ccccc1C(=O)c1cccn1CC(=O)NC(C)c1ccc2c(c1)OCCO2 (stereo not given) | i | i | -1 | 2 | -2 | i | i | i | i | -5 | i
O=C1CCCC2=C1C(c1ccncc1)n1c(nc3ccccc31)N2 (stereo not given) | i | i | 0 | 4 | 2 | i | i | i | i | -7 | i
O=C(O)C1CCN(S(=O)(=O)c2cccc3cccnc23)CC1 | i | i | 0 | -5 | -5 | i | i | i | i | -6 | i
C=CCn1c(=NC(=O)c2ccco2)sc2cc(C(=O)OC)ccc21 | i | i | 0 | 2 | -4 | i | i | i | i | -4 | i
Clc1ccc(C[n+]2cc(-c3ccccc3)n3c2CCC3)cc1Cl | i | i | 1 | 3 | -2 | i | i | i | i | -16 | i
O=[N+]([O-])c1ccc(N=Cc2ccc(Br)c([N+](=O)[O-])c2)cc1 | i | i | 0 | -1 | -2 | i | i | i | i | -18 | i
CCOC(=O)CSc1n[nH]c(NC(=O)c2ccccc2)n1 | i | i | -2 | 1 | 3 | i | i | i | i | 1 | i
CC(C)CCC(C)N=Cc1c(O)n(Cc2ccccc2)c(=O)c2ccccc12 (stereo not given) | i | i | -2 | 1 | 21 | i | i | i | i | -6 | -13*
COCCn1cnnc1SCC(=O)Nc1cc(OC)c([N+](=O)[O-])cc1C | i | i | 0 | 3 | -9 | i | i | i | i | -8 | i
Cc1ccc2oc(=O)c3cc(C(=O)NCCCN4CC(C)CC(C)C4)sc3c2c1 (stereo not given) | i | i | 0 | 0 | 18 | i | i | i | i | -18 | i
COc1ccc(NC(=O)C(=O)c2cn(CC(=O)N3CCCC3)c3ccccc23)cc1 | i | i | -2 | -4 | 3 | i | i | i | i | -10 | i
Cc1nc(N2CCC3(CC2)OCCO3)c2nnn(Cc3ccccc3F)c2n1 | i | i | 1 | -3 | -3 | i | i | i | i | -13 | i
CCC(C)[C@@H](C(=O)NCC1CCC(C(=O)O)CC1)n1nnc2ccccc2c1=O (stereo not given in full) | i | i | -2 | 0 | -2 | i | i | i | i | -2 | i
CCCCCCCC(=O)Oc1ccc(C(=O)Nc2cc(C)on2)cc1 | i | i | 1 | 1 | -5 | i | i | i | i | -3 | i
O=C1CSC(c2ccc([N+](=O)[O-])cc2)N1c1ccccc1F (stereo not given) | i | i | -5 | 0 | 4 | i | i | i | i | -3 | i
COc1ccc([N+](=O)[O-])cc1C(=O)Nc1ccc(OCC(=O)N2CCOCC2)cc1 | i | i | -1 | -2 | 1 | i | i | i | i | 1 | i
CCc1ccc(NC(=S)N(Cc2cccnc2)Cc2ccco2)cc1 | i | i | -3 | -1 | 2 | . | i | i | i | 6.0* | i
CNS(=O)(=O)/C=C/c1ccccc1 | i | i | -2 | 3 | -2 | i | i | i | i | -12 | i
Cc1ccccc1C(=O)Nc1ccc(S(=O)(=O)N2CCCC2)cc1 | i | i | 5 | -3 | 0 | i | i | i | i | -8 | i
O=C(NCc1ccc(F)cc1)NC(=O)c1ccc(Cl)cc1 | i | i | 0 | 0 | -1 | i | i | i | i | -9 | i
Cc1sc2nc(C3CC3)nc(N3CCN(C(=O)c4ccc(Cl)cc4)CC3)c2c1C | 6* | i | -1 | 0 | 2 | i | i | i | -13* | -7 | i
CCc1ccc(C(=O)COC(=O)C2CCN(c3ccc(C(F)(F)F)cn3)CC2)cc1 | i | i | -2 | 2 | 9 | i | i | i | i | -11 | i
COc1cccc(CNC(=O)CN2C(=O)COc3ccc(S(=O)(=O)N4CCCC4)cc32)c1 | i | i | -1 | -1 | 1 | i | i | i | i | -9 | i
COc1ccc(-c2csc(NC(=S)NC(=O)/C=C/c3ccco3)n2)cc1Br | i | i | 0 | 1 | 4 | i | i | i | i | -7 | i
C=CCn1c(=N)n(CC(=O)c2ccccc2)c2ccccc21 | i | i | 0 | -2 | 2 | i | i | i | i | -5 | i
COc1ccc2[nH]c(=O)c(CN(C(=O)c3cccnc3)c3ccc(C)c(C)c3)cc2c1 | i | i | 0 | -4 | -7 | i | i | i | i | -10 | i
O=C(c1ccc(F)cc1Cl)N1CCN(CCc2ccccc2)CC1 | i | i | 1 | 2 | 5 | i | i | i | i | -8 | i
O=C1c2ccccc2C(=O)N1CCCn1c(=O)oc2ccccc21 | i | i | 0 | 1 | -6 | i | i | i | i | -3 | i
O=S(=O)(c1ccc2c(c1)OCCO2)N1CCNCC1 | i | i | 1 | 0 | 3 | i | i | i | i | -2 | i
O=C(CSc1ccccn1)Nc1ccc2c(c1)OCO2 | i | i | 0 | 1 | . | i | i | i | i | -4 | i
CC1CCCC(NC2CCCCNC2=O)C1 (stereo not given) | i | i | -2 | 1 | -2 | i | i | i | i | -6 | i
COC(=O)c1c(C)oc(C)c1S(=O)(=O)Nc1ccc(C(C)C)cc1 | i | i | -3 | -1 | 10 | i | i | i | i | -5 | i
O=C(CN1C(=O)COc2ccccc21)N(Cc1cccnc1)Cc1ccccc1F | i | i | -1 | -3 | 5 | i | i | i | i | -26 | i
COc1cccc(/C=N/n2c(N)nc3ccccc32)c1OC | i | i | 0 | -4 | -1 | i | i | i | i | -9 | i
Cc1cc(=O)n2nc(N3CCC(C(=O)NC(C)c4ccccc4)CC3)sc2n1 (stereo not given) | i | i | -1 | 1 | 0 | i | i | i | i | -15 | i
Cc1cccc(C2Nc3ccccc3C(=O)N2NC(=O)c2ccc([N+](=O)[O-])cc2)n1 (stereo not given) | i | i | 0 | 2 | 0 | i | i | i | i | -10 | i
Cc1cc(SCCOc2ccccc2)nc(N)n1 | i | i | 1 | 0 | 1 | i | i | i | i | -4 | i
CC(C)NCC(O)COc1ccc(COCCOC(C)C)cc1 (stereo not given) | i | i | -4 | 0 | 6 | i | i | i | i | -5 | i
CCS(=O)(=O)c1ccc2c(c1)N(S(C)(=O)=O)CC(C(=O)NCc1ccccc1OC)O2 (stereo not given) | i | i | -2 | 2 | 1 | i | i | i | i | -9 | i
CCCCOC(=O)CCN1C(=O)/C(=C2\SC(=S)N(CCC(=O)OCCCC)C2=O)SC1=S | i | i | 0 | -1 | 0 | i | i | i | i | -1 | i
O=c1c2ccccc2[nH]c2ccccc12 | i | i | -1 | 4 | 2 | i | i | i | i | -4 | i
CC1CC(=O)Nc2ccccc2N1C(=O)Nc1ccc(F)cc1F (stereo not given) | i | i | -4 | 3 | -2 | i | i | i | i | -5 | i
COc1ccc(OC)c(CN2CCN(C(=O)CCNC(=O)c3ccc(Br)cc3)CC2)c1 | i | i | -1 | 3 | . | i | i | i | i | -9 | i
O=C(Nc1nc2ccccc2[nH]1)c1cccc(S(=O)(=O)N2CCOCC2)c1 | i | i | -3 | -2 | 40 | i | i | i | i | -11 | i
CN(C)Cc1cc(CCNC(=O)c2ccc(Cl)cc2)ccc1O | i | i | 0 | 2 | -6 | i | i | i | i | -7 | i
NC(=O)c1ccccc1OCC(=O)c1ccc(Cl)cc1 | i | i | -3 | 1 | 4 | i | i | i | i | -9 | i
COCCN(C(=O)C1CC1)c1nnc(-c2cccc(C)c2)s1 | i | i | 1 | 0 | -1 | i | i | i | i | -7 | i

Given comma-delimited: 2 of the compounds above
SMILES,KCNQ1 block,KCNQ1 pot,GSK3A inh,GSK3B inh,DYRK1A inh,PolyA inhibitor,RGS4 act,RGS4 block,KCNK3 inh,hERG rescue,KCNK9 block
Cc1cc(SCCOc2ccccc2)nc(N)n1,i,i,1,0,1,i,i,i,i,-4,i
CC(C)NCC(O)COc1ccc(COCCOC(C)C)cc1 (stereo not given),i,i,-4,0,6,i,i,i,i,-5,i

The list goes on.
SMILES | KCNQ1 block | KCNQ1 pot | GSK3A inh | GSK3B inh | DYRK1A inh | PolyA inhibitor | RGS4 act | RGS4 block | KCNK3 inh | hERG rescue | KCNK9 block
O=C1CN(c2nc(-c3ccccc3)c3ccccc3n2)c2ccccc2N1 | i | i | 0 | 0 | . | i | i | i | i | -4 | i
COc1ccc(C(=O)Oc2ccc3c(C)cc(=O)oc3c2C(C)=O)cc1 | i | i | -3 | 1 | 0 | i | i | i | i | -6 | i
N#CCC(=O)Nc1ccc(C(=O)NCc2ccccn2)cc1 | i | i | 0 | 0 | 2 | i | i | i | i | -14 | i
CCOc1ccc(NC(=O)c2cccnc2C(=O)O)cc1 | i | i | -1 | 2 | 6 | i | i | i | i | -8 | i
O=C(Nc1cccc(S(=O)(=O)Nc2ccc(Cl)cc2)c1)c1ccc(Cl)nc1 | i | i | -3 | 3 | -2 | i | i | i | i | -14 | i
CCOc1ccc(-c2c(=O)n(OCC)c3ccccc3[n+]2[O-])cc1 | i | i | -2 | -1 | 2 | i | i | i | i | -4 | i
COc1ccccc1NC(=O)C(=O)NCCCN1CCCC1=O | i | i | 0 | -2 | -9 | . | i | i | i | -10 | i
CC(C)C(NC(=O)C1CCCCC1)C(=O)NC1=NCCS1 (stereo not given) | i | i | -3 | 4 | -1 | i | i | i | i | 0 | i
CC(=O)n1nc2nc(C)cc(C)c2c1N | i | i | -5 | 1 | -4 | i | i | i | i | -7 | i
COc1ccccc1OCC(=O)NCc1cccs1 | i | i | -2 | -1 | 10 | i | i | i | i | -12 | i
